12-hLO inh – 12-hLO (ALOX12) enzyme inhibition | purified 12-hLO, xylenol orange hydroperoxide absorbance | Potency, µM (series often up to 57.1 µM), without a hit: top-dose activity change, negative = inhibition, usual class: inhibitors | actives 0.12% (n = 150,000) | AID 1452; also: potency is read from the fitted curve at half-maximal effect; nearly all actives have a fitted effect of over 55% in size; many of its hits are not listed in these tables
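Purified human 12hLO (150 nM), preincubated 15 min with compound, then 40 uM arachidonic acid for 30 min, room temperature, Hepes pH 7.0 with 0.01% Triton X-100. Hydroperoxide detected by ferrous iron/xylenol orange; 573/405 nm absorbance ratio gives reaction progress.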
IMPase cell inh – IMPase inhibition in cells | inhibition (IP1 accumulation), % at 46.1 µM | CHO-M1 cells, IP1 accumulation, HTRF TR-FRET ratio | 120,000 tested, under 10 active | AID 901 | P97697; active = well fitted curve in the direction sought with a large enough effect in the signal ratio, not every such curve was filed as active; inconclusive = small, poorly fitted or top-dose-only effect, or a change in a side signal; inactive = no such curve, though single readings can be large or run the other way; the % refers to the signal ratio;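 also: cells stimulated with carbachol in lithium chloride buffer; plate controls were DMSO basal wells for no effect and reference inhibitor wells for full effect; higher means more IMPase inhibition seen as more IP1 and lower FRET ratio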
Target sequence (P97697 whole entry, looked up): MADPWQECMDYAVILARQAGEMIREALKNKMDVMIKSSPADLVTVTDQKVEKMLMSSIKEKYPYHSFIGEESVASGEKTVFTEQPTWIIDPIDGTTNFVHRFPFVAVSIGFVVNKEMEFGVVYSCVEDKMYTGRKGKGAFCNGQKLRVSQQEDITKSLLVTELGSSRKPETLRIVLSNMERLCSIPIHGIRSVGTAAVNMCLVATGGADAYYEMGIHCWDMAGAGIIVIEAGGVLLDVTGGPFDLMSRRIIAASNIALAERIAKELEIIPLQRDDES
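In this qHTS, compounds (final up to 46 uM) act on CHO-M1 cells that are then activated through the M1 receptor with carbachol, in pH 7.4 buffer containing 50 mM LiCl, for 30 min. IP1 accumulation is quantified by the IP-One immunoassay.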
15-hLO-2 inh – blocks human 15-lipoxygenase 2 activity; purified 15hLO-2, xylenol orange hydroperoxide absorbance; Potency, µM (highest dose often 57.1 µM), without a hit: top-dose activity change, negative = inhibition, actives largely listed as inhibitors; actives 0.56% (n = 110,000); also: potency is read from the fitted curve at half-maximal effect; nearly all actives have a fitted effect of over 60% in size; many of its hits are not listed in these tables
Target sequence (O15296 whole entry, looked up): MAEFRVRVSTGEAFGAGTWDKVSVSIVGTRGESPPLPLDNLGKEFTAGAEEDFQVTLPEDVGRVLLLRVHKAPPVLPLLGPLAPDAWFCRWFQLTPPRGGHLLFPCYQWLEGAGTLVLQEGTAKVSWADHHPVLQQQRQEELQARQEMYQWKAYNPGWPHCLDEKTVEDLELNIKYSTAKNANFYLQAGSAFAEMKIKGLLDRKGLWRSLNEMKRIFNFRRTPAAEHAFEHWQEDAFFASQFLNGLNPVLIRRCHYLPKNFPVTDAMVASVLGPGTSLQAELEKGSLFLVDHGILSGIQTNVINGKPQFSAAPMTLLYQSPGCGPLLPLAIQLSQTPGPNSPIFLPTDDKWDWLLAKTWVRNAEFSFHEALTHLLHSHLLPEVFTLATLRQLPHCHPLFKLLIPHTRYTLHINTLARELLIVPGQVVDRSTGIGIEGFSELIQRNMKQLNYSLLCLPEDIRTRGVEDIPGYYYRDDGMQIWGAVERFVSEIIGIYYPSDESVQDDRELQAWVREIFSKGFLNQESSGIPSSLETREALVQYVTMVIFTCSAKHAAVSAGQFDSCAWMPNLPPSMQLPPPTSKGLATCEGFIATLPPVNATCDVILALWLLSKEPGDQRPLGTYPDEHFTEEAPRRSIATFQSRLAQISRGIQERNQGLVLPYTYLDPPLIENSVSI
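Enzyme 50 nM, AA 45 uM, 25 mM Hepes pH 7.5 + 0.01% Triton X-100; cpd preinc 15 min RT, rxn 90 min RT; stop/detect with 200 uM XO + 300 uM Fe(II) in 50 mM H2SO4, 30 min; A573/A405.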
PNC inhibitor – inhibitors of perinucleolar compartment assembly | PC3M PTB-GFP, PNC prevalence imaging, 16 h; active compounds read low | actives 3.1% (n = 140,000) | activity change (PNC), negative = inhibition, % at 10 µM;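 active = readout at or below -70, meaning at least 70% loss of cells showing the perinucleolar compartment, a nuclear body marking cancer cells; inconclusive = readout between -30 and a set limit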;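 also: plate controls were DMSO wells for no effect and camptothecin positive control wells for full effect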
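PC3M cells stably expressing PTB-GFP, 750–1000 cells/well, treated 16 h at 37 °C with compound (23 nl of library stock), in duplicate. After paraformaldehyde fixation and Hoechst stain, imaged at 20x; PNC prevalence scored by image analysis.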
The depositor's hits bear a star; ? = inconclusive; . = not tested or not shown; & = joins results of further samples; [ ] = dose if it differs, or a comment. Unless noted, calls follow the shape of the dose curve; as a rule, active = well fitted curve in the direction sought with a large enough effect; inconclusive = small, poorly fitted or top-dose-only effect, or another doubt; inactive = no such curve, though single readings can be large; an effect the other way counts as inactive or inconclusive. Unless noted, % is scaled to controls: 0 for no effect and ±100 for the full control effect. A portion of the library (hit frequency here may not be typical).

Sequence of screens – 12-hLO inh, IMPase cell inh, 15-hLO-2 inh, PNC inhibitor
O=C(Cn1c(-c2cscn2)nc2ccccc21)Nc1cc(F)ccc1F
→ -5%, 7, 2%, 16
COC(=O)c1cccc(NC(=O)CCc2ccccc2)c1
→ 5%, ., ., -28
COc1ccc([N+](=O)[O-])cc1NC(=O)CSc1nccc(C)n1
→ -2%, ., ., ?
COc1ccc2c(c1)-c1ccccc1S(=O)(=O)N2C
→ -2%, 4, -8%, 33
COC(=O)C(N)Cc1ccc(O)c(O)c1 (configuration not stated)
→ 0%, 9, -3%, 8
CCOc1cc(N2CCOCC2)c(OCC)cc1NC(=O)COC(=O)[C@H](Cc1c[nH]c2ccccc12)NC(C)=O
→ 2%, 3, -6%, 46
CCn1c(SCc2nc(-c3ccccc3)no2)nnc1-c1ccco1
→ 0%, 8[0.0738 µM], ., 5
N#CC1=C(SCC(N)=O)NC2=C(C(=O)c3ccccc32)C1c1ccc(Cl)cc1 (configuration not stated)
→ -12%, 5, 15%, 61
O=[N+]([O-])c1cccc2c(Br)[nH]nc12
→ -14%, -6, -1%, .
O=C(CNC(=O)c1ccncc1)N/N=C/c1cc(Br)ccc1O
→ -6%, ., ., 15
C=CCNC(=O)CN1CCC(O)(c2ccccc2)CC1
→ 0%, 4, 4%, -7
CCC(=O)N1CCc2cc(S(=O)(=O)NC(C(=O)N3CCc4ccccc4C3)C(C)C)ccc21 (configuration not stated)
→ 0%, 2, 2%, -3
CCCCCCN1CC(O)=C(c2ccccc2)C1=N
→ 1%, ?, -2%, ?
COc1cccc(N/C=C(\C#N)c2ccc(OCCCF)cc2)c1
→ -9%, 1, 3%, ?
CCOc1ccc2c(c1)C(c1ccc(C)cc1)=NNC(c1ccc(C)cc1)=N2
→ -7%, ?, ., 27
CCCCOC(=O)n1c(=O)oc2cc(S(=O)(=O)N3CCCCC3)ccc21
→ -8%, 12, -2%, ?
Cc1ccc(NC(=O)NC2C(NC(=O)Nc3ccc(C)cc3)N(C)C(=O)N2C)cc1 (configuration not stated)
→ -6%, 4, -15%, ?
COc1ccc(NC(=O)CN2CCN(c3nc(-c4cccc(OC)c4)cs3)CC2)cc1
→ 3%, 0, ., -12
O=C(N/N=C\c1ccco1)c1cncc(Br)c1
→ 1%, ., ., -22
CCN(C(=O)CSc1nnc2c3ccccc3n(CC)c2n1)C1CCS(=O)(=O)C1 (configuration not stated)
→ -2%, 4, ., 1
COc1cc2c(cc1OC)/C(=C/C(=O)N1CCOCC1)NC(C)(C)C2
→ -1%, 1, -4%, 66
COc1ccc(S(=O)(=O)n2c(CCN3CCOCC3)nc3ccccc32)cc1
→ 3%, 19, 35%[activator], ?
CN(C)CC(C)(C)CNS(=O)(=O)CC12CCC(CC1=O)C2(C)C (configuration not stated)
→ -1%, -2, 1%, -11
COc1cc(OC)c(NS(=O)(=O)c2coc(C(N)=O)c2)cc1Cl
→ 0%, 6, -2%, -17
O=C(NCc1ccco1)c1ccccc1Br
→ 1%, -7, -2%, ?
Cc1ccc(S(=O)(=O)N2CCC(=O)N(C(COCc3cccc(C(F)(F)F)c3)Cc3ccccc3)CC2)cc1 (configuration not stated)
→ -5%, ., ., 59
CCNc1ncc2nc(CCc3ccccc3)c(=O)n(-c3ccc(OC)cc3)c2n1
→ 1%, ., 0%, .
Cc1ccc(NC(=O)COC(=O)/C=C/c2cccs2)c(C)c1
→ -1%, ., ., -18
O=C(CSc1nnc(COc2ccccc2)o1)c1ccccc1
→ -4%, 0, -1%, 44
CS(=O)(=O)Nc1ccc(C(=O)NCCC2=CCCCC2)cc1
→ -9%, 4, 10%, -26
COc1ccc(-c2sccc2C(C)C(=O)O)cc1 (configuration not stated)
→ -3%, -23, -9%, 11
Cc1cccc(C(=O)NC(=S)NNC(=O)COc2c(C)cccc2C)c1
→ -9%, ., ., -3
COC(=O)c1cc2ccsc2n1Cc1cccc(F)c1
→ 0%, ., ., -12
CCOC(=O)C1=C(c2ccccc2)NC(=O)NC1c1ccc(OCC#N)c(OC)c1 (configuration not stated)
→ -5%, ?, 6%, ?
CC(C)C(=O)Nc1ncc(C(F)(F)F)cc1Cl
→ 1%, 9, -5%, -12
CCOC(=O)C1CCCN(c2cc(C)nc3cc(-c4ccc(F)cc4)nn23)C1 (configuration not stated)
→ -10%, 8, 22%, -90*
CC1(C)Cc2ccccc2C(=NCCCC(=O)O)N1
→ -2%, 3, 1%, 40
CC1CCN(c2c(NCc3ccc(C(=O)NCc4cccnc4)cc3)c(=O)c2=O)CC1
→ -8%, 0, ., ?
CCn1nnc(C(=O)O)c1C(=O)O
→ 3%, 3, 0%, ?
Cc1cc(NC(=O)c2cc(-c3cccs3)nc3ccccc23)no1
→ -4%, -2, -10%, -28
O=S(=O)(NC1CCCCC1)c1ccc(-c2csnn2)s1
→ -6%, 7, -7%, 7
N#Cc1c(NC(=O)CN2CCN(S(=O)(=O)c3ccc4c(c3)OCCO4)CC2)sc2c1CCC2
→ -4%, -7, -27%, 23
CCOc1c2ccc(C(=O)NCc3ccc(C(F)(F)F)cc3C(F)(F)F)cc2nn1C
→ 6%, 8, 20%, ?
c1ccc2c(CNc3ccc(CNc4ncn[nH]4)cc3)cccc2c1
→ 9%, 7, ., 55
CCOc1cc(Cl)c(NC(C)=O)cc1OCC
→ 0%, ., ., 17
CN(C(=O)c1c(Cl)nc2sccn12)C1CCCCC1
→ -2%, 11, 0%, -3
CCCC1(C(=O)O)NC(c2ccc(OC)cc2O)C2C(=O)N(c3ccc(OC)cc3)C(=O)C21 (configuration not stated)
→ -1%, 3, 1%, -9
COC(=O)c1nc(NC(=O)c2ccc(Cl)cc2)n[nH]1
→ -3%, 16, -9%, 60
CCc1ccc(-c2cc(C(=O)Nc3ccc(S(=O)(=O)NC(C)=O)cc3)c3ccccc3n2)cc1
→ -1%, 2, -5%, 6
Cc1csc(SCC(=O)Nc2cccc3nsnc23)n1
→ -2%, 8[1.84 µM], 8%[11.4 µM], 23
O=C(Nc1ccccc1N(C(=O)c1ccco1)S(=O)(=O)c1cccs1)c1ccco1
→ 3%, -2, 1%, 47
COCCNC(=O)C(c1ccc(C)o1)N(CC1CCCO1)C(=O)Cn1nnc2ccccc21 (configuration not stated)
→ 0%, -5, -5%, 4
NC[C@H]1O[C@H](O[C@H]2[C@H](O)[C@@H](O[C@H]3O[C@H](CO)[C@@H](O)[C@H](N)[C@H]3O)[C@H](N)C[C@@H]2N)[C@H](N)C[C@@H]1O
→ -3%, ., ., 56
CC(C)CC(NS(=O)(=O)c1ccccc1)C(=O)O (configuration not stated)
→ 3%, 0, -2%, 1
CN(C)S(=O)(=O)c1ccc(C(=O)NCc2cccs2)cc1
→ -3%, 2, -1%, 2
O=C(O)CS(=O)(=O)c1ccc(Oc2ccc(S(=O)(=O)CC(=O)O)cc2)cc1
→ 3%, 2, -3%, -2
CCOc1cc(NC(=S)Nc2cccc(OC)c2)c(OCC)cc1NC(=O)C(C)C
→ -26%, 17, ., -106*
CCOC(=O)Cn1c(-c2ccc(Cl)nc2)nc2ccccc21
→ -1%, 0, -5%, 15
CCOC(=O)N1CCN(S(=O)(=O)c2ccc3c(c2)SC(C)C(=O)N3)CC1 (configuration not stated)
→ 5%, 11, ., ?
COc1ccc(C2OCC3(CO2)SC(N)=NC3=O)cc1 (configuration not stated)
→ 2%, -2, -8%, 56

Further structures.
Sequence of screens – 12-hLO inh, IMPase cell inh, 15-hLO-2 inh, PNC inhibitor
O=C(Nc1ccncc1)c1cn(-c2ccccc2)nc1-c1cccs1
→ 1%, 6, 40%[activator], ?
O=C1c2oc3ccc(F)cc3c(=O)c2C(c2ccncc2)N1CCN1CCOCC1 (configuration not stated)
→ -1%, 9, -2%, ?
O=C(N/N=C\c1cn[nH]c1-c1ccccc1)c1cccnc1
→ -4%, 5, 0%, 19
Cc1sc2nc(SCC(=O)NCc3ccco3)n(-c3ccccc3)c(=O)c2c1C
→ 1%, -5, -6%, -84*
CCc1cc(=O)oc2c(CN3CCCC3)c(O)c(Cl)cc12
→ -3%, ?, -4%, ?
CC1=C(C(=O)O)N2C(=O)C(NC(=O)c3nn(C)cc3Cl)C2SC1 (configuration not stated)
→ 3%, 5, ., 50
CCOC(=O)CSc1nnc(CNc2ccc(Cl)cc2)n1Cc1ccccc1
→ -4%, 6, ., -24
CCN(CC)CCCN(Cc1cc2cc3c(cc2[nH]c1=O)OCCO3)C(=O)Nc1ccccc1
→ 2%, ?, 23%, 12
CC(=O)N1c2ccccc2C(=O)OC1c1cccnc1 (configuration not stated)
→ -7%, -6, -13%, -22
CCc1ccccc1NC(=O)N[C@@H](C)C(=O)OC
→ -2%, 1, 3%, 8
Cc1c(C(=O)NCCCN2CCOCC2)sc2ncnc(N3CCN(c4ccccc4)CC3)c12
→ 4%, 4, 26%, 20
Cc1ccccc1-n1ncc2c([N+](=O)[O-])cc([N+](=O)[O-])cc21
→ 1%, 2, -4%, -29
CCOc1ccccc1NC(=S)NNS(=O)(=O)c1c(C)cc(C)cc1C
→ -5%, ., ., 18
CCCCOC(=O)c1ccc(NC(=O)C2CCCO2)cc1 (configuration not stated)
→ -1%, 7, -4%, -9
O=C1CCC(=O)N1OCCCOc1ccc(Br)cc1Cl
→ -2%, 8, ., -11
CC(=O)C1=C(O)C(=O)N(c2cc(C(C)(C)C)on2)C1c1ccc(Br)cc1 (configuration not stated)
→ -9%, ?, 5%, -10
CC(=O)OCCNC(=O)c1cccnc1
→ -3%&-5%, -2&2, -3%&7%, -6
CC1(C)N=C(N)NC(Nc2cccc(Br)c2)=N1
→ 6%, -5, 28%, -5
CCOc1ccc(NC(=S)Nc2ccc(OCc3ccccc3)cc2)cc1
→ -25%, ., ., 150
CC(=O)Nc1ccc(NC(=O)N2CCCCC2)cc1
→ -1%, 9, 2%, -8

Whole records as entered above. Order of screens: 12-hLO inh	IMPase cell inh	15-hLO-2 inh	PNC inhibitor
O=C1CCC(=O)N1OCCCOc1ccc(Br)cc1Cl across the screens: -2%	8	.	-11
CC1(C)N=C(N)NC(Nc2cccc(Br)c2)=N1 across the screens: 6%	-5	28%	-5

Going on with the list.
Sequence of screens – 12-hLO inh, IMPase cell inh, 15-hLO-2 inh, PNC inhibitor
O=C(NNC(=O)c1ccc(F)cc1)C(=O)N1CCCCC1
→ -2%, ., ., 0
Cc1occc1C(=O)N/N=C/c1cnn(C)c1C
→ 6%, 9, ., -18
CCOc1ccccc1N(CC(=O)Nc1ccc(S(=O)(=O)N2CCOCC2)cc1)S(=O)(=O)c1ccccc1
→ -2%, 9, -15%, ?
COC1CCCCC1Nc1ccc(C)c(C)c1 (configuration not stated)
→ -2%, -7[0.369 µM], ., -26
Cc1cccc(C(P(=O)(c2ccccc2)c2ccccc2)P(=O)(c2ccccc2)c2ccccc2)n1
→ -1%, ., ., 8
CCC1CCCCN1Cc1nc2c(c(=O)n(C)c(=O)n2C)n1CCC(C)C (configuration not stated)
→ -3%, -5, 4%, -18
O=C(Nc1cccc(NC(=O)c2ccc(Br)o2)n1)c1ccc(Br)o1
→ -4%, -23, -3%, 1
O=C(Nc1ccc(Oc2ccccc2)cc1)c1ccco1
→ -5%, 3, 14%, -22
Cc1ccc(C)c(Nc2ccc(C(=O)NCCc3ccccc3)cn2)c1
→ -1%, ., ., 13
Cc1ccc2cc(CN(CC3CCCO3)C(=S)Nc3ccccc3)c(=O)[nH]c2c1C (configuration not stated)
→ -2%, -2, ., -5
Cc1ccc(C)c(N2CCN(C(=O)C(Cc3ccccc3)n3cccc3)CC2)c1 (configuration not stated)
→ -13%, 13, 4%, 47
CCOc1cc(C2CC(=O)c3c(ccc4ccccc34)N2)ccc1O (configuration not stated)
→ -10%, 4, -17%, 28
Cc1cc(C(=O)NCCCN2CCCC2=O)no1
→ -1%, -2, -2%, -10
Cc1cccc(N2CCN(C(=O)C3CCN(S(=O)(=O)c4cccc5cccnc45)CC3)CC2C)c1 (configuration not stated)
→ -7%, 6, -6%, 25
O=C(CSc1nnc(-c2cnccn2)n1Cc1ccco1)Nc1ccc(Br)cc1
→ -24%, ?, -20%, 22
